Nrf2 block: Nrf2 qHTS screen for inhibitors; A549 ARE-Fluc reporter, luciferase luminescence, 18-24 h; Potency, µM (top dose mostly 46 µM), for the others: at the top dose activity change, negative = inhibition, usual class: inhibitors; 360,000 tested, 2.1% active; also: potency is read from the fitted curve at half-maximal effect; % is scaled to controls: 0 for no effect and ±100 for the full control effect; nearly all actives have a fitted effect of over 60% in size
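In this cell-based qHTS, ARE-driven firefly luciferase in A549 cells reports Nrf2 activity; the luminescent signal after BugLite lysis is the measured value, with a prior CellTiter-Fluor read for cell health.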
CCT chaperon mod: High-Throughput Screening for Modulators of Cytosolic Chaperonin Activity; purified chaperonin ATPase assay, HTRF ADP detection, 30 min; activity change, % (no concentration beside the values), hits read low; 360,000 tested, 0.3% active; in the data active = activity change below about -30%; also: % is scaled to controls: 0 for no effect and ±100 for the full control effect
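ATPase activity: ADP formed was measured by HTRF Transcreener (665/615 nm ratio) after 30 min at 37 deg C with 10 uM ATP. Compounds screened at one 76 uM concentration against 40 or 20 nM TRiC in Tris pH 7.4/KCl/MgCl2/DTT buffer.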
TGFb inhibitor: qHTS for Inhibitors of TGF-b. HepG2 CAGA-GFP TGF-b/SMAD3 reporter, GFP fluorescence, 18 h; TGF-beta stimulated, 500 pg/mL final. Potency, µM (doses to about 46.1 µM), without a hit: at the top dose activity, negative = inhibition, most hits filed as inhibitors. 410,000 tested, 1.2% active; also: potency is read from the fitted curve at half-maximal effect; % is scaled to controls: 0 for no effect and ±100 for the full control effect; nearly all actives have a fitted effect of over 65% in size
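Per well, imaged GFP fluorescence of HEPG2 CAGA-GFP cells gives the signal; cells get compound, then TGF-beta (500 pg/mL final), 18 h at 37 degrees C; %Activity versus -TGF-beta and +DMSO controls.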
Nrf2 ARE act: qHTS of Nrf2 Activators; AREc32 ARE-luciferase reporter (MCF7-derived line), luminescence, 24 h; Potency, µM (series often up to 46.1 µM), for the others: at the top dose activation, hits mostly activators; 410,000 tested, 0.31% active; AID 624171, 2012; also: potency is read from the fitted curve at half-maximal effect; % of control where 0% means no effect; nearly all actives have a fitted effect of over 65% in size
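ARE-driven firefly luciferase activity in AREc32 cells measured after a 24 hr compound exposure at 37 deg C, using Steady-Glo reagent and a 30 min room-temperature hold.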
Abeta rescue: qHTS for compounds that reverse cellular toxicity of Amyloid beta (A-beta) peptide in yeast: Primary Screen | 410,000 tested, 0.063% active | AID 1347071, 2019 | Potency, µM (top dose mostly 46.1 µM), inactives show at the top dose growth rescue, actives largely listed as activators | yeast expressing A-beta42, growth rescue, OD600, 48 h; response scale: 0% DMSO, 100% iron-clioquinol control; also: potency is read from the fitted curve at half-maximal effect; nearly all actives have a fitted effect of over 55% in size
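Yeast growth medium received pinned compounds, then yeast cells expressing toxic A-beta were added; plates incubated at 30 C for 48 hr. Growth read as absorbance at 600 nm, normalized to DMSO and equimolar FeCl3 plus clioquinol controls.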
MmCpn inh: Inhibitors of TCP-1 ring complex (TRiC) of Methanococcus maripaludis (MmCpn): qHTS | Chaperonin Mm-Cpn (Methanococcus maripaludis) | purified Mm-Cpn ATPase, ADP Transcreener TR-FRET | Potency, µM (top dose mostly 76.9 µM), without a hit: at the highest dose activity, negative = inhibition, actives largely listed as inhibitors | 330,000 tested, 0.031% active | AID 504842, 2011; also: potency is read from the fitted curve at half-maximal effect; % is scaled to controls: 0 for no effect and ±100 for the full control effect; nearly all actives have a fitted effect of over 80% in size
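Compound-treated chaperonin, 25 nM final, turns over 10 uM ATP at 37°C for 30 min following a 10 min preincubation; ADP generated competes with ADP-d2 for Eu-cryptate antibody, lowering FRET.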
HepG2 tox: qHTS for Inhibitors of TGF-b: Cytotox Counterscreen; HepG2 CAGA-GFP viability, ATP luminescence, 18 h; Potency, µM (top dose mostly 46.1 µM), without a hit: at the highest dose activity change, negative = cytotoxicity, actives largely listed as cytotoxic; 410,000 tested, 0.76% active; also: potency is read from the fitted curve at half-maximal effect; some results filed as inactive show a strong effect at the top dose
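HepG2 CAGA-GFP cells (1000/well, DMEM with 1% FBS) received compound, then TGF-beta at 500 pg/mL final, and were incubated 18 hours at 37 degrees C. Viability was read by CellTiter-Glo luminescence. Media-only wells were set as complete cell-killing and DMSO as no toxicity.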
pAkt inh: HTS Assay for Inhibitors of Akt Phophorylation: Primary Screen | Neuro2A IGF-stimulated pAkt S473 HTRF, 20 min; stronger effect = lower value | activity change, % for hits at 50 µM | 360,000 tested, 0.32% active | AID 651550, 2012; in the data active = activity change below about -80%; inconclusive = mostly about -51% to -80%; also: % is scaled to controls: 0 for no effect and ±100 for the full control effect
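Neuro2A cells in DMEM with 0.5% FBS, overnight at 37 deg C, given compound at single 50 µM final, then IGF (6 nM final) for 20 min at 37 deg C. Lysed; phospho-Akt Ser473 by HTRF after 24 h, 665/615 ratio.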
A549 viability: Nrf2 qHTS screen for inhibitors: counterscreen for cytotoxicity; A549 ARE-Fluc cells, CellTiter-Fluor viability, 18-24 h; Potency, µM (doses to about 46 µM), without a hit: at the top dose activity change, negative = cytotoxicity, most hits filed as inhibitors; 390,000 tested, 0.16% active; AID 504648, 2011; also: potency is read from the fitted curve at half-maximal effect; % is scaled to controls: 0 for no effect and ±100 for the full control effect
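Cytotoxicity counterscreen: CellTiter-Fluor fluorescence was measured in A549 ARE_Fluc cells after 18-24 h of compound exposure in a concentration series. The subsequent BugLite luminescent read reports ARE-luciferase activity.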
* marks the source's active call; other numbers are inactive results; i = inactive; ? = inconclusive; · = not tested or not shown; & = joins results of further samples; [ ] = another dose, or the depositor's remark. Unless noted, calls follow the shape of the dose curve; as a rule, active = well fitted curve in the direction sought with a large enough effect; inconclusive = small, poorly fitted or top-dose-only effect, or another doubt; inactive = no such curve, though single readings can be large; an effect the other way counts as inactive or inconclusive.

molecule	Nrf2 block	CCT chaperon mod	TGFb inhibitor	Nrf2 ARE act	Abeta rescue	MmCpn inh	HepG2 tox	pAkt inh	A549 viability
CN1CCC(N2CCN(C3CN(Cc4cn(Cc5cccc(C(F)(F)F)c5)nn4)S(=O)(=O)C3)CC2)CC1 (centres undefined)	·	1.9	·	-0.6%	-17%	·	·	i	·
CC(=O)C1=C(C)NC(=O)CC1c1ccc(F)cc1 (centres undefined)	19%	-3.3	0%	-0.4%	-17%	-7%	0%	i	1%
COC(=O)c1sccc1NC(=O)Nc1ccc(OC)cc1	4%	0.0	-4%	26%	-55%[inhibitor]	-1%	-19%	i	-5%
COc1cc(CCC(=O)NCc2ccc(F)cc2)cc(OC)c1OC	-4%	-0.9	2%	0.8%	-24%	0%	9%	i	1%
Cc1ccc(CN2CC34C=CC(O3)C(C(=O)NCc3ccco3)C4C2=O)cc1 (centres undefined)	3%	1.7	-13%	0.1%	-2%	-3%	4%	i	-9%
COc1cccc(C(=O)N2CCN(C3CCCCC3)CC2)c1	-16%	8.3	-2%	-0.5%	3%	-14%	-12%	i	3%
CCn1c(SCC(=O)NC(C)c2ccccc2)nc2ccccc21 (centres undefined)	·	-2.2	36%[activator]	0.4%	1%	1%	9%	i	9%
CCOC(=O)C(Cc1ccccc1)NC(=O)CCc1c(C)nc2nc(C)nn2c1C (centres undefined)	9%&8%	-1.7	17%&-4%	0.2%&-0.7%	-2%&0%	-5%	-11%&-13%	i	-2%&18%
Cc1cc2ccccc2nc1Br	?	-0.9	-23%	-0.3%	2%	-1%	23%	i	2%
COc1ccc(NC(=O)C2CCCN(S(C)(=O)=O)C2)cc1OC (centres undefined)	-12%	-2.4	?	-0.3%	1%	1%	-5%	i	3%
COCCN1C[C@@H](CO)O[C@@H](n2cnc3c(N4CCOCC4)ncnc32)C1	·	-0.2	-11%	-0.4%	-7%	·	-11%	i	·
CCN(CC)c1ccc(/C=N/NC(=O)c2ccc3nc[nH]c3c2)c(O)c1	2%	-2.0	-2%	0.2%	-13%	1%	3%	i	1%
CCOc1ccc(CCNC(c2cccc(Cl)c2)c2nnc(-c3ccccc3)o2)cc1OCC (centres undefined)	?	·	?	16%	0%	·	-28%	·	-9%
Cn1c2ccccc2c(=O)c2cc(C#Cc3ccc(N)cc3)ccc21	?	1.2	?	9.2%	2%	0%	-18%	i	-14%
COc1ccc(NCC(=O)N/N=C/C=C/c2ccccc2[N+](=O)[O-])cc1	0%	-2.5	-13%	3.2%	-12%	-1%	15%	i	-2%
COc1ccc(OCCSc2nc(N)cc(N)n2)cc1	?	-0.7	3%	4.2%	-5%	1%	-16%	i	6%
Cc1cc(C)cc(NC(=S)N2CC(C)OC(C)C2)c1 (centres undefined)	8%	-1.0	-2%	-0.2%	9%	-1%	2%	i	-2%
COc1cc(C(=O)N2CCCC(c3nc(-c4cccs4)no3)C2)cc(OC)c1OC (centres undefined)	?	-1.4	3%	4.4%	3%	3%	-4%	i	?
COc1ccc(-c2ccc(-c3nc4ccc(C)cn4c3NC3CCCCC3)cc2OC)cc1	?	-1.3&-0.2	?	-0.4%&0.1%	-58%&-46%[inhibitor]	-5%	-20%	i	?
Brc1ccc(-c2csc(/N=C/N3CCCC3)n2)cc1	12µM*	1.0	-2%	2.0%	-12%	0%	-17%	i	-9%
O=C(COc1ncnc2ccccc12)Nc1cc([N+](=O)[O-])ccc1Cl	0%	2.8	0%	10%	-13%	-7%	0%	i	0%
CC(=O)NN=C1CCC(c2ccccc2)CC1 (centres undefined)	-16%	-0.9	6%	-0.4%	24%	0%	9%	i	0%
CC1CCCC(=NNc2ccc3ccccc3n2)C1 (centres undefined)	?	1.6	-4%	19%	6%	·	-41%	i	-7%
COc1ccc(N2CCN(C(c3cccs3)C(C)NC(=O)C(=O)N3CCOCC3)CC2)cc1 (centres undefined)	7%	-0.6	4%	0.4%	-8%	-2%	6%	i	-6%
COc1cc(/C=C2/C(=N)N3C(c4ccccc4)=CSC3=NC2=O)ccc1OCC(=O)O	?	-0.4	3%	3.1%	-5%	-1%	-3%	i	0%
Cc1ccccc1CN1CCN(C/C=C/c2ccccc2)CC1	1%	0.0	-25%	-0.7%	3%	0%	-37%	i	1%
O=S(=O)(Nc1ccc(-c2ccc(N3CCCC3)nn2)cc1)c1ccc(Br)cc1	·	·	-19%	5.0%	-15%	·	-23%	·	-7%
Cc1cccc(C)c1OCc1nc2ccccc2c(=O)n1/N=C/c1ccc(OCC(=O)O)cc1	-14%	0.2	5%	2.3%	-7%	2%	-23%	i	2%
Cc1ccc(CN2CCN(Cc3ccccc3C(F)(F)F)CC2)cc1	4%	0.8	0%	-0.4%	-8%	1%	-39%	i	-6%
COc1ccc(C(=O)COc2ccccc2C(=O)Nc2ccccc2)cc1	-9%	-2.2	4%	0.0%	-3%	-1%	-2%	i	14%
COc1cccc(CNC(=O)c2ccccc2-c2ccccc2)c1	-8%	-3.5	-24%	-0.1%	14%	1%	-21%	i	10%
O=C(NC(=S)Nc1ccc(N2CCCCC2)cc1)c1ccco1	?	-0.6	-34%	0.1%	-3%	1%	-26%	i	-6%
Nc1nc(N)c(N=Nc2ccc(S(N)(=O)=O)cc2)c(=O)[nH]1	-1%	0.9	11%	-0.4%	-13%	-2%	5%	i	?
COc1ccc(CN(Cc2cc3cc(OC)c(OC)cc3[nH]c2=O)C(=O)NC2CCCCC2)cc1	6%	-2.6	0%	-0.9%	-4%	3%	12%	i	0%
Cc1cccc(NC(=S)N2N=CCC2c2ccccc2)c1 (centres undefined)	30%	-1.0	-14%	3.2%	9%	0%	3%	i	4%
COCc1cc(C)nc2sc(C(=O)N3CCCCC3)c(N)c12	6%	2.6	-7%	-0.7%	7%	-2%	9%	i	-7%
CCc1ccc(N(C2C=CS(=O)(=O)C2)S(=O)(=O)c2ccc(C)cc2)cc1 (centres undefined)	3%	-2.7	-1%	2.4%	-17%	2%	5%	i	0%
COc1cc(OC)cc(C(=O)NC2CCN(Cc3nnnn3Cc3ccc(F)cc3)CC2)c1	?	-1.3	-7%	-1.8%	-4%	1%	2%	i	7%
COc1ccc(N2CCN(Cc3nc(-c4ccc(C)cc4)no3)CC2)cc1	?	·	-12%	-0.7%	18%	·	-2%	·	-1%
CCc1nnc(NC(=O)c2cc(-c3ccccn3)nc3ccc(Br)cc23)s1	?	-1.0	-16%	6.9%	-15%	-5%	-14%	i	-8%
CCCc1ccc(C(O)c2ncc(-c3ccccc3)[nH]2)cc1 (centres undefined)	·	-1.1	13%	0.1%[9.22 µM]	13%	·	-17%	i	·
Cc1ccc(CNc2nc3ccc(C)cc3n3nnnc23)cc1	9%	·	-1%	1.0%	6%	·	4%	·	2%
Cc1nn(CC(C)C)c2sc(C(=O)NC3CC(C)(C)NC(C)(C)C3)cc12	0%	1.9	1%	2.6%	-4%	-1%	-6%	i	-1%
CCCS(=O)(=O)NC(=O)C1(C)CCN(C(=O)c2cncc(Br)c2)C1 (centres undefined)	·	-2.1	14%	-0.8%	-11%	·	-4%	i	·
CCC(c1nnnn1C(C)(C)C)N1CCN(C2CCCC2)CC1 (centres undefined)	10%	-1.0	?	0.0%	23%	0%	2%	i	3%
CCOc1cc(CNC(=O)c2cc(-c3ccccc3)n[nH]2)cc(OCC)c1OCC	?	·	-21%	0.6%	-1%	·	-20%	·	0%
C=C1CCC[C@]2(C)C[C@H]3OC(=O)C(CNCCN(CC)CC)[C@H]3CC12 (some centres undefined)	0%	0.0	-23%	?	0%	-2%	-4%	i	1%
O=C(COC(=O)/C=C/c1ccc(S(=O)(=O)N2CCOCC2)cc1)Nc1ccc(F)c(F)c1F	3%	-0.3	-17%	-0.2%	1%	0%	-4%	i	-16%
Cc1ccc2c(c1)CCCN2C(=O)NC1CCCCC1	15%	-1.3	14%	-0.5%	10%	-7%	2%	i	-3%

Arranged by value in Nrf2 block (falling): some entries from above
mol	Nrf2 block	CCT chaperon mod	TGFb inhibitor	Nrf2 ARE act	MmCpn inh	pAkt inh
Cc1ccccc1CN1CCN(C/C=C/c2ccccc2)CC1	1%	0.0	-25%	-0.7%	0%	i
O=C(COc1ncnc2ccccc12)Nc1cc([N+](=O)[O-])ccc1Cl	0%	2.8	0%	10%	-7%	i
COc1ccc(C(=O)COc2ccccc2C(=O)Nc2ccccc2)cc1	-9%	-2.2	4%	0.0%	-1%	i

Screening results from PubChem.
